High-throughput results as filed in PubChem.
S1P4 agonist: human S1P4 receptor agonism; O95977; S1P4-expressing cell line, agonist reporter assay; activation, % at 4.98 µM; actives 0.35% (n = 220,000); in the data active = activation above about 11%;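 also: 0% = DMSO vehicle and 100% = reference agonist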
TRPML3 agonist: agonists of human TRPML3 channel. activation, % at 3 µM. AID 1448. Q8TDD5. HEK293 TRPML3-YFP, Fluo-8 calcium fluorescence; 100% = the carbachol control signal. actives 0.29% (n = 220,000);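 active = activation above its plate's cutoff, the mean activation of the plate's test wells plus 3 SD, cut at about 12% in these data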;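 also: 0% = DMSO only wells and 100% = carbachol wells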
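Material: HEK293 cells stably carrying human TRPML3-YFP; compound dosing: single dose, 3 µM final nominal compound, 0.3% DMSO final; incubation: 1-h 37 °C dye load, 5-s basal, 120-s post-compound reads; technique: Fluo-8 intracellular calcium fluorescence, excitation 470-495 nm, emission 515-575 nm; read-out basis: percent activation from peak-to-basal fluorescence ratio, scaled between DMSO and carbachol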
m-calpain inh: inhibitors of pig calpain II | purified calpain II, fluorogenic peptide substrate, 30 min | inhibition, % at 16 µM | actives 0.37% (n = 220,000) | AID 1236;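 active = inhibition above about 50%, limit read from the data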
EP2 modulator: modulates human prostaglandin E2 receptor EP2 signaling | AID 940 | P43116 | induction, % at 25 µM | EP2-expressing cells, cAMP HTRF FRET, PGE2 co-stimulation | actives 0.83% (n = 260,000);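 active = compounds whose cAMP rise, as percent of the full-agonist control response, exceeds 60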;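 also: rat C6 glioma line stably carrying human EP2 under a CMV promoter; the protocol text gives 20 µM as final concentration; 100% = response of wells given 1 µM PGE2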
PERK inh: human PERK inhibition, primary cell-based screen; Q9NZJ5; CHO PERK-DD fusion, SEAP luminescence translation reporter; inhibition, % at 5.6 µM; actives 0.17% (n = 220,000);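 active = inhibition above the mean inhibition of all tested compounds plus 3 SD, set separately per screening campaign, cut at about 2.9% in these data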;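 also: PERK kinase domain activated by AP20187 dimerizer at 100 nM; 0% = DMSO with dimerizer and 100% = rapamycin at 8.4 µM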
Target sequence (Q9NZJ5 whole entry, looked up, the tested form may be a part): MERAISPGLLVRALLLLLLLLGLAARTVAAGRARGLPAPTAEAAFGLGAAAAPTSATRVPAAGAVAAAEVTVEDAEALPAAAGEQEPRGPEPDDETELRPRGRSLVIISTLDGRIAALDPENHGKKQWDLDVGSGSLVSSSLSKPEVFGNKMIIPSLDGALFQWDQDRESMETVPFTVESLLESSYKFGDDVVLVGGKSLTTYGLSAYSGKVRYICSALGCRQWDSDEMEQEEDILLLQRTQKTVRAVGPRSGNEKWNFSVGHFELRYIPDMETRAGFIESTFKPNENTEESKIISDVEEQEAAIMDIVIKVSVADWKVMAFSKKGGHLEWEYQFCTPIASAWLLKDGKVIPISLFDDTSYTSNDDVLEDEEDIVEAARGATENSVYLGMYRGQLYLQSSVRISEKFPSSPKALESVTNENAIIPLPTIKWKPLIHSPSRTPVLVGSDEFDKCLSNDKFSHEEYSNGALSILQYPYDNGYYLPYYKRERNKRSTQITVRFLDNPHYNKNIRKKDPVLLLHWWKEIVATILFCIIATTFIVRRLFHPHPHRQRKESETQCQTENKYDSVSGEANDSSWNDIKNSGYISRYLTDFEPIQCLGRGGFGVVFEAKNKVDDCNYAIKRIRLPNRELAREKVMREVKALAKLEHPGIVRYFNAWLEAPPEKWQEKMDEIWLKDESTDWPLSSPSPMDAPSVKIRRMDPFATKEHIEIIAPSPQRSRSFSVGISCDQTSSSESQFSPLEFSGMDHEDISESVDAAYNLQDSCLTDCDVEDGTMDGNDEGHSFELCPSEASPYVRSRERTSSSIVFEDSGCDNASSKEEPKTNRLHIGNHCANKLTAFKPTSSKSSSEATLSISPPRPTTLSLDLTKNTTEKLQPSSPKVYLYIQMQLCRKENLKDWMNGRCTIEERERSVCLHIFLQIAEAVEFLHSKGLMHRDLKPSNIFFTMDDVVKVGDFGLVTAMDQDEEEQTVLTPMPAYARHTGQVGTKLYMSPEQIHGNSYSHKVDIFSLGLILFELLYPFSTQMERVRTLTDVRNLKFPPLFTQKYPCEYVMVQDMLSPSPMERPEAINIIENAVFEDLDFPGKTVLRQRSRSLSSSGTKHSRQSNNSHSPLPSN
TRPN1 ag: activates the zebrafish TRPN1 channel. HEK293 zebrafish TRPN1-YFP, Fluo-8 calcium fluorescence; 100% = response to 87 µM carbachol. activation, % at 3 µM. actives 0.18% (n = 220,000);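 active = activation above its plate's cutoff, the mean activation of test wells on that plate plus 3 SD, cut at about 19% in these data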;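 also: 0% = DMSO alone and 100% = 87 µM carbachol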
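Control set: carbachol 87 µM as high control, DMSO as low control; system: HEK293 stable line with zebrafish TRPN1-YFP; read-out: % activation versus carbachol response; detection: intracellular calcium fluorescence with Fluo-8; doses: single test compound dose, 3 µM nominal, 0.3% DMSO; schedule: dye 1 h 37 °C plus 30 min RT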
BaF3 parental: counter-screen for JAK2V617F inhibitors: parental Ba/F3 viability inhibitors | CellTiter-Glo ATP luminescence | inhibition, % at 5.6 µM | actives 1.1% (n = 220,000);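 active = inhibition above a per-campaign cutoff, the mean inhibition of all tested compounds plus 3 SD, cut at about 27% in these data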;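 also: 0% = DMSO wells and 100% = JAK Inhibitor I control wells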
S1P4 antagonist: human S1P4 receptor antagonism | AID 1510 | inhibition, % at 4.98 µM | O95977 | S1P4-expressing cells, antagonist mode, reporter read-out | actives 0.26% (n = 220,000); in the data active = inhibition above about 29%;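 also: 0% = wells stimulated with agonist and 100% = vehicle wells without agonist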
Ba/F3 V617F tox: loss of viability in JAK2V617F-driven Ba/F3 cells; inhibition, % at 5.6 µM; Ba/F3 EpoR-JAK2V617F viability, ATP luminescence; actives 1.1% (n = 220,000);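 active = inhibition above the campaign mean plus 3 SD over all tested compounds, cut at about 24% in these data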;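 also: cytokine-independent growth of Ba/F3 cells driven by EpoR plus mutant JAK2; 0% = DMSO-treated cells and 100% = JAK inhibitor I control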
Starred values were filed as active, the others as inactive; & = joins results of further samples.

Start of the data: the first 3 compounds, ahead of the listing:
SMILES	S1P4 agonist	TRPML3 agonist	m-calpain inh	EP2 modulator	PERK inh	TRPN1 ag	BaF3 parental	S1P4 antagonist	Ba/F3 V617F tox
CC(=O)N1CC(=O)N(OCc2ccccc2)C1c1ccc(Cl)cc1Cl (configuration not stated)	0.0	0.4	23	0	0.1	-0.4	-1	-8	-2
COc1ccc(C(CC(=O)O)NC(=O)COc2ccc(C)cc2)cc1OC (configuration not stated)	0.6	-0.1	3	7	-0.1	-0.5	0	1	1
O=C(CSc1ccc2ccccc2n1)c1ccc2c(c1)OCO2	-0.7	0.5	38	-20	-0.6	-0.5	7	-12	2

The whole of this part (from the top)
SMILES	S1P4 agonist	TRPML3 agonist	m-calpain inh	EP2 modulator	PERK inh	TRPN1 ag	BaF3 parental	S1P4 antagonist	Ba/F3 V617F tox
CC(=O)N1CC(=O)N(OCc2ccccc2)C1c1ccc(Cl)cc1Cl (configuration not stated)	0.0	0.4	23	0	0.1	-0.4	-1	-8	-2
COc1ccc(C(CC(=O)O)NC(=O)COc2ccc(C)cc2)cc1OC (configuration not stated)	0.6	-0.1	3	7	-0.1	-0.5	0	1	1
O=C(CSc1ccc2ccccc2n1)c1ccc2c(c1)OCO2	-0.7	0.5	38	-20	-0.6	-0.5	7	-12	2
CCCc1nnc(SCC(=O)N2CCCCC2C)n1CCCOC (configuration not stated)	0.2	0.7	-11	14	1.2	-0.3	1	-4	-5
O=C(NNc1c(Cl)cc(Cl)cc1Cl)C1CCC1	1.0	-0.1	0	-1	0.1	-2.2	2	-14	-1
Cc1cc(O)c(C(C[N+](=O)[O-])c2ccc(Cl)cc2)c(=O)o1 (configuration not stated)	1.5	0.3	-33	12	0.2	-0.8	3	-6	-1
COc1cc(C2Nc3ccccc3C(=O)N2c2ccccc2OC)ccc1O (configuration not stated)	0.1	0.9	-337	34&-23	-0.6	0.1	-1	-9	-3
CCOC(=O)c1sc(C(=O)OCC)c(OCCO)c1OCCO	1.2	-0.1	-20	-3	0.0	-0.8	0	-2	-1
O=C(CCN1C(=O)COc2ccccc21)N1CCN(c2ccccc2)CC1	-0.6	1.0	-3	-11	0.0	0.4	5	-10	5
CC(C)=C1Cc2ccccc2C1=O	3.9	0.8	3	7	0.9	0.7	4	3	4
CC(C)C(NC(=O)c1ccc(C(C)(C)C)cc1)C(=O)NCCc1ccccn1 (configuration not stated)	-0.8	0.3	19	5	-0.7	-0.2	4	-21	-3
O=C(NC1CCCCC1)C1CCCN(c2nnnn2-c2ccccc2)C1 (configuration not stated)	1.3	0.3	16	0	-0.6	0.5	3	-13	0
CCC(C)Nc1nc(N)c([N+](=O)[O-])c(NCCO)n1 (configuration not stated)	-1.2	-0.5	23	4	1.9	1.4	-3	5	2
COCCCn1c(SCC(=O)OC2CCCCC2)nnc1-c1ccco1	-1.6	0.2	14	-8	-0.1	-0.3	2	-9	-4
O=C(Nc1cccc(-c2nc3ccccc3o2)c1)c1cccnc1	1.2	1.1	15	-59	-0.3	2.6	7	-8	-2
Cc1c(Br)ccc(NC(=O)CCN2C(=O)C3C4CCC(C4)C3C2=O)c1C (configuration not stated)	0.1	0.2	-14	-5	-0.9	0.6	1	4	2
CC(C)C(NC(=O)c1ccco1)C(=O)OCC(=O)Nc1ccc(C(N)=O)cc1 (configuration not stated)	0.4	1.2	-2	11	2.1	1.0	9	7	-1
COc1ccc(-c2nc(Cn3c(SCc4ccc(F)cc4)nc4ccncc43)c(C)o2)cc1OC	-2.9	-0.9	-67	-58	-1.4	-1.8	4	-4	-3
C[C@@H](C(=O)NCCCCCC(=O)O)n1nnc2ccccc2c1=O	-1.9	0.8	-11	1	-0.1	3.1	-3	15	-2
COCCCNc1nc(-c2ccncc2)nc2ccccc12	0.9	0.7	-21	-10	-1.8	3.1	6	-7	2

Some values from the results shown:
Under m-calpain inh, CCC(C)Nc1nc(N)c([N+](=O)[O-])c(NCCO)n1 (configuration not stated) has 23
Under EP2 modulator, COCCCn1c(SCC(=O)OC2CCCCC2)nnc1-c1ccco1 has -8
Under S1P4 antagonist, CC(C)C(NC(=O)c1ccc(C(C)(C)C)cc1)C(=O)NCCc1ccccn1 (configuration not stated) has -21

Next entries follow.
SMILES	S1P4 agonist	TRPML3 agonist	m-calpain inh	EP2 modulator	PERK inh	TRPN1 ag	BaF3 parental	S1P4 antagonist	Ba/F3 V617F tox
Cc1cc(-c2nn(-c3ccccc3F)cc2CN2CCC(C(N)=O)CC2)c(C)s1	-0.7	1.7	9	1	1.5	1.1	7	-11	-1
Cc1ccc(-n2nnnc2SCc2nc3sc(C)c(C)c3c(=O)[nH]2)cc1	0.9	0.8	10	-1	0.2	0.0	5	12	4
Cc1ccc(C2N=C(N)Nc3nc(=O)c4ccccc4n32)cc1 (configuration not stated)	0.7	-1.0	-77	2	-0.8	0.6	0	-6	2
COc1ccc(C)cc1NC(=O)c1ccc(S(=O)(=O)N2CCOCC2)cc1	-1.8	0.5	14	-23&0	-1.1	0.9	5	2	-4
CCOc1cc(S(=O)(=O)n2cnc(C)c2)ccc1Cl	1.0	0.4	32	-11&-14	-0.1	0.4	2	-19	2
CCC(CC)c1nc(C#N)c(NC(C)c2ccccc2)o1 (configuration not stated)	-0.1	-0.5	7	26	0.5	-0.4	1	3	0
CCOC(=O)C(O)(CC(=O)c1ccc(OC)cc1)C(F)(F)F (configuration not stated)	1.2	-1.2	29	-36	0.3	0.2	1	-12	-2
CCCN1CCCc2ccccc21	-1.3	0.2	1	13	1.2	0.3	8	3	0
O=C(CC1C(=O)N(c2ccccc2)C(=O)N1C1CCCCC1)Nc1ccccc1 (configuration not stated)	0.5	0.2	7	13	-0.4	0.0	1	3	-4
Clc1ccc(C(c2nnnn2C2CCCC2)N2CCN(Cc3ccncc3)CC2)cc1 (configuration not stated)	0.6	0.0	-20	19&-78	-1.7	-0.1	1	-22	0
COc1cc(NS(=O)(=O)c2ccc(N/C=C\C(=O)c3ccc(F)cc3)cc2)nc(OC)n1	-1.0	0.6	-70	-65	0.5	-0.4	8	1	2
CCN(CC)C(=O)CSc1nnc(COc2ccccc2)n1CC	-1.8	0.9	-8	-31	-0.6	-0.6	4	2	0
COc1cccc(/C(O)=C/c2nc3ccc(C(=O)NCCc4ccc(Cl)cc4)cc3[nH]c2=O)c1	2.7	0.8	-58	-7	0.6	1.2	7	-13	1
CCN(CC)CCn1c(NC(=O)c2ccc(C(F)(F)F)cc2)nc2ccccc21	-0.4	0.4	-263	29	0.4	-0.5	4	-5	3
CC1Oc2ccccc2N(CC(=O)NCc2ccc3c(c2)OCO3)C1=O (configuration not stated)	1.1	0.3	26	-13	-0.1	-0.5	5	-12	2
CC(=O)Nc1nc(C)c(S(N)(=O)=O)s1	1.3	0.5	-12	-66	1.2	2.6	7	-2	0
CCC(=O)N(Cc1cc(=O)[nH]c2ccccc12)c1cccc(C)c1	-0.3	-0.2	19	16	-0.1	0.3	4	-8	0
CSc1ccccc1C(=O)C1CCCN(Cc2c(C)n(C)n(-c3ccccc3)c2=O)C1 (configuration not stated)	1.0	-0.4	5	-4	-0.4	-1.1	-1	11	-3
CCN1CCN(C(=O)c2ccc3c(c2)S(=O)(=O)c2ccccc2C3=O)CC1	1.6	1.4	24	-22	0.6	0.5	4	-6	-1
CCc1n(CC(O)COC2CCCCC2)c2ccccc2[n+]1C (configuration not stated)	0.5	0.5	39	0	0.4	0.1	57*	-10	24*
CCC(=O)N1CCCc2cc(S(=O)(=O)N3CCN(c4ccccn4)CC3)ccc21	1.0	1.3	13	-29	-0.9	1.3	8	-12	-1
COc1ccc(C2=NN(C(=O)CCCC(=O)O)C(c3cn(-c4ccccc4)nc3-c3ccccc3)C2)cc1 (configuration not stated)	-2.5	0.9	5	-11	0.5	3.1	2	11	2
CCOc1ccc(NC(=S)NC(=O)/C=C/c2ccc(OC)cc2)c([N+](=O)[O-])c1	2.9	0.4	47	-1	0.5	0.3	6	-7	-1
CC(=O)COc1ccc2c(-c3ccccc3)cc(=O)oc2c1	2.9	0.1	-9	-26	0.2	-0.8	4	-18	-3
O=C(c1ccc(F)cc1)N1CCC(N2CCCCCC2)CC1	1.2	0.8	-13	4	-0.2	0.1	4	-16	2
O=[N+]([O-])c1ccc(Sc2nccn2Cc2ccccc2)cc1	-2.1	-1.4	32	-34	-0.3	-1.0	4	-19	5
CCS(=O)(=O)n1nc(-c2ccccc2)nc1SCc1ccccc1	0.2	-0.7	19	38	0.2	0.5	8	-11	3
Cc1ccc(NC(=S)N2CCCC(CO)C2)c(C)c1 (configuration not stated)	2.5	0.8	-13	7	0.6	1.9	3	-5	0
O=C(NCc1ccccc1Cl)c1cccc(C(F)(F)F)c1	-1.1	-1.6	33	22	-0.3	-3.2	7	-18	9
O=c1c2ccccc2[nH]c(=S)n1CCN1CCN(Cc2ccccc2)CC1	1.1	1.1	-9	-12	-0.1	1.5	-2	-31	-4
C=CCNC(=O)/C(C#N)=C\c1cc(Cl)c(O)c(OCC)c1	-1.9	0.0	24	1	0.3	-0.6	6	-20	5
CCOC(=O)c1cc(-c2ccc(F)cc2)n(CC(=O)N2CCCC2)c1C	3.5	0.2	11	12	-1.2	2.0	7	-9	-1
CCOC(=O)CN1CC23C=CC(O2)C(C(=O)NC2CCCCCC2)C3C1=O (configuration not stated)	1.2	0.0	-4	14	0.7	-0.2	-1	-18	-2
CCn1c(CC(=O)Nc2ccccc2F)nnc1SCC(=O)N1CCN(c2ccccc2)CC1	1.2	0.5	15	35	-0.2	0.1	-2	-2	-4
Cc1ccsc1C(=O)Nc1cc(C(C)(C)C)nn1-c1ccccc1	-0.3	-0.5	21	8	-0.2	-0.9	3	3	-3
COc1ccc(-c2[nH]ncc2CN(C)Cc2cc(C)[nH]n2)c(F)c1	0.8	0.1	-9	6	0.7	0.7	0	-20	-4
COc1ccc2c(c1)OC13CCN(C)CC1C2C(C(=O)c1ccc(F)cc1)C(=O)N3 (configuration not stated)	2.2	1.1	8	5	0.3	1.5	3	-7	-5
N#Cc1ccc(-c2nc3cc(C#N)c(C#N)cc3nc2-c2ccccc2)cc1C#N	0.6	0.9	-67	15	2.5	0.9	9	-2	-1
COc1cc(NC(=O)c2ccc(F)cc2)c(OC)cc1NC(=O)CN1CCOCC1	-0.4	-0.4	20	-14&-29	0.2	0.9	3	-6	-3
COC(=O)c1c(NC(=O)Cc2ccccc2)sc2c1C(C(=O)OC)CC2 (configuration not stated)	1.0	-0.2	1	43	-0.6	-2.0	7	-5	0
CCOc1cccc(-c2nnc3n2N=C(c2cc(OC)ccc2OC)CS3)c1	0.2	-0.2	-33	51	-1.3	-1.4	81*	-17	80*
Cc1nnc(N(Cc2ccco2)C(=O)c2ccc(C#N)cc2)s1	0.1	-0.6	3	22	0.7	1.7	1	-5	-3
O=C(c1cnn2c1NC(c1ccc(Br)cc1)CC2C(F)(F)F)N1CCN2CCCC2C1 (configuration not stated)	-0.2	1.4	-36	-5	0.0	1.4	4	-29	-1
O=C(Nc1cccnc1)C1OCCc2ccccc21 (configuration not stated)	-0.5	0.5	-6	18	0.1	0.1	1	-7	-4
O=C(CONS(=O)(=O)c1ccc(Cl)cc1)NCCNc1ncc(C(F)(F)F)cc1Cl	0.7	1.4	-23	-36	0.8	0.7	12	7	3

The order is random (roughly 3.6% active in at least one column).
